BaF3 tox = parental Ba/F3 viability inhibition as JAK2V617F counter-screen | CellTiter-Glo ATP luminescence | inhibition, % at 5.6 µM | 1.1% of 220,000 active;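 active = inhibition above a per-campaign cutoff, the mean inhibition of all tested compounds plus 3 SD, cut at about 27% in these data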;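 note: 0% = DMSO wells and 100% = JAK Inhibitor I control wells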
Ba/F3 V617F tox = loss of viability in JAK2V617F-driven Ba/F3 cells. Ba/F3 EpoR-JAK2V617F viability, ATP luminescence. inhibition, % at 5.6 µM. 1.1% of 220,000 active. AID 1446;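 active = inhibition above the campaign mean plus 3 SD over all tested compounds, cut at about 24% in these data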;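 note: cytokine-independent growth of Ba/F3 cells driven by EpoR plus mutant JAK2; 0% = DMSO-treated cells and 100% = JAK inhibitor I control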
NPY-Y1 PAM-ag = potentiates or activates human NPY-Y1 receptor; 0.37% of 220,000 active; NPY-Y1 expressing cells, potentiator/agonist activation; P25929; AID 1304; activation, % at 3.6 µM; in the data active = activation above about 33%, passing the limit was not always enough;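 note: cells stimulated with NPY at EC10 then isoproterenol at EC100; 0% = low agonist plus stimulus and 100% = saturating agonist plus stimulus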
Target sequence (P25929 whole entry, looked up): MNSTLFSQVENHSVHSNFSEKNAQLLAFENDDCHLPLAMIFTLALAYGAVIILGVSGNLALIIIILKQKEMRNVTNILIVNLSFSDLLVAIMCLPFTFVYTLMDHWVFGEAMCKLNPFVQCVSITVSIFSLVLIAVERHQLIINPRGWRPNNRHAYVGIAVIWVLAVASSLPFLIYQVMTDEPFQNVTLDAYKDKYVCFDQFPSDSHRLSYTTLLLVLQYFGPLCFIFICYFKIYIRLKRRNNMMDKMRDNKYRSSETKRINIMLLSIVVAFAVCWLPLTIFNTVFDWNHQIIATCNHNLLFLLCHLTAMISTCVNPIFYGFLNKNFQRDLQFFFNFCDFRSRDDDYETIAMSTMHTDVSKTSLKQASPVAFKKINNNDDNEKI
NPY2 pot ag = human NPY-Y2 potentiation or agonism, primary screen | cells expressing NPY-Y2, potentiator/agonist read-out | activation, % at 3.6 µM | 0.45% of 220,000 active; in the data active = activation above about 27%;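 note: cells stimulated with NPY near EC25 plus isoproterenol at EC100; 0% = vehicle plus submaximal agonist and 100% = vehicle plus saturating agonist; some results beyond the cut were filed as inactive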
Target sequence (P49146 whole entry, looked up): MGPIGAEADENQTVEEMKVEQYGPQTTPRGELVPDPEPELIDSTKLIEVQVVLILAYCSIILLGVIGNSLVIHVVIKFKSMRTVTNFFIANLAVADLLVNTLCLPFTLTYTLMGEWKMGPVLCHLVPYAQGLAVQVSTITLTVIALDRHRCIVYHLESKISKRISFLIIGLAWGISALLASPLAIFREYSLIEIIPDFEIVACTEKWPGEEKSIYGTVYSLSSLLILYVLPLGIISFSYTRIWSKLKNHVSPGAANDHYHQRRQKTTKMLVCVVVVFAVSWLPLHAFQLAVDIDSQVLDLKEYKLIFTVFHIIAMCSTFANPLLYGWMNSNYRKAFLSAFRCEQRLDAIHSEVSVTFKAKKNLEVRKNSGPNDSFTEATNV
S1P4 antagonist = human S1P4 receptor antagonism. inhibition, % at 4.98 µM. O95977. 0.26% of 220,000 active. S1P4-expressing cells, antagonist mode, reporter read-out; in the data active = inhibition above about 29%;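 note: 0% = wells stimulated with agonist and 100% = vehicle wells without agonist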
S1P4 ag = human S1P4 receptor agonism; AID 1509; activation, % at 4.98 µM; 0.35% of 220,000 active; S1P4-expressing cell line, agonist reporter assay; in the data active = activation above about 11%;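 note: 0% = DMSO vehicle and 100% = reference agonist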
p47phox inh = p47phox (human) inhibition. inhibition, % at 24.7 µM. P14598. 0.53% of 220,000 active. p47phox/p22phox peptide binding, fluorescence polarization, 2 h;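 active = inhibition above about 30%, limit read from the data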;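 note: 0% = p47phox with labelled peptide and 100% = labelled peptide alone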
CHOP inh = blocks CHOP induction under ER stress; CHO-K1 CHOP-promoter luciferase, tunicamycin-induced, 15-18 h; inhibition, % at 10 µM; 3.8% of 220,000 active; AID 2732;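 active = compounds that reduced the stress-induced luciferase reporter signal by more than about 70% of percent inhibition, limit read from the data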;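 note: 0% = tunicamycin plus vehicle and 100% = wells without tunicamycin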
NPY Y1 blocker = antagonists of human neuropeptide Y receptor Y1; P25929; HEK293-CNG Y1 cells, membrane potential fluorescence; NPY at EC95, then isoproterenol; inhibition, % at 3.6 µM; 1% of 200,000 active; AID 1040;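 active = inhibition above the campaign mean inhibition of all tested compounds plus 3 SD, cut at about 20% in these data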;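 note: 0% = DMSO wells given NPY plus isoproterenol and 100% = isoproterenol alone without NPY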
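Material: HEK293 cells co-expressing NPY Y1 receptor and cyclic-nucleotide gated channel. Timing: compound incubation 1 h at room temperature, readout 45 min post-stimulation. Signal: fluorescence, membrane potential probe.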
An asterisk follows results filed as active; . = no result given.

SMILES	BaF3 tox	Ba/F3 V617F tox	NPY-Y1 PAM-ag	NPY2 pot ag	S1P4 antagonist	S1P4 ag	p47phox inh	CHOP inh	NPY Y1 blocker
Cc1ncn(C23CC4CC(CC(C4)C2)C3)n1	0	-2	11	17	-13	-1.1	2	3	-4
Cc1[nH]ccc(=O)c1OCc1ccc(Cl)cc1	6	-2	-4	-13	-17	-1.5	6	27	-1
COc1ccc(-c2cc(C(=O)Nc3ccccc3O)c3ccccc3n2)cc1OC	6	-2	-41	-52	-17	-0.7	3	0	27*
COc1ccc(CNC(=O)/C(C#N)=C2\N=C(NC(=O)c3cccs3)c3ccccc32)cc1	5	0	-21	-7	-15	2.9	-49	60	0
CNC(=O)c1ccsc1NC(=O)c1ccc(S(=O)(=O)N2CCCc3ccccc32)cc1	5	7	-57	-1	2	0.7	-65	30	8
CCOC(=O)C1C(=O)OC(C)(C)C1C(C)C(=O)c1ccc(C)cc1C (stereo not given)	2	-1	-13	7	-4	-1.4	-6	0	-1
Cc1ccc(-n2nc(C)c(=O)c(-c3ccccc3)c2NC(=O)c2cccs2)cc1	3	0	21	0	-20	0.5	-15	-7	.
COc1cccc(C2=CC(c3ccc(N(C)C)cc3)n3ncnc3N2)c1 (stereo not given)	5	3	-26	-17	-8	1.4	-22	-4	4
CCCCN(C(=O)Cn1nnc2ccccc21)C(C(=O)NCCOC)c1cccs1 (stereo not given)	5	-3	-15	-2	-16	2.2	-7	4	2
CSc1nc2ccccc2cc1/C=C(\C#N)c1cccc(Cl)c1	0	-2	-7	3	7	0.2	3	-16	17
FC(F)(F)c1cccc(NC(=S)NCC(c2cccnc2)N2CCOCC2)c1 (stereo not given)	2	1	9	5	-11	0.6	-3	-7	-5
Cc1ccc(S(=O)(=O)N(CC(=O)N2CCC(C(N)=O)CC2)c2cccc(C(F)(F)F)c2)cc1	5	1	7	0	-1	-0.5	3	13	-4
Cc1cccc(N=C(N2CCOCC2)P(=O)(N2CCOCC2)N2CCOCC2)c1	3	2	-18	10	4	1.6	-6	53	4
CN(C)S(=O)(=O)c1cc(NC(=O)COC(=O)Cc2cccc3ccccc23)ccc1Cl	4	2	-6	2	-7	-1.1	-19	9	5
O=C(N/N=C(/c1ccccc1)c1ccncc1)c1ccc2c(c1)OCO2	5	-1	-1	6	-7	1.2	4	43	1
CCOc1ccccc1NC(=O)NCc1ccccc1	5	1	-4	4	-1	-0.5	-9	11	1
O=C(CC(C(=O)O)c1ccccc1)Nc1cccc2ccccc12 (stereo not given)	4	1	-3	-2	-13	2.7	2	23	-3
O=P(CO)(Cc1ccccc1)Cc1ccccc1	-1	-2	-10	-4	-12	-0.7	1	11	-2
Cc1ccc(CNC(=O)CNS(=O)(=O)c2ccc3nc(C)sc3c2)cc1	2	-1	-5	1	-5	-1.0	-2	43	5
O=S(=O)(Nc1ccc(Cc2ccncc2)cc1)c1ccc(Cl)s1	7	0	10	7	-13	0.4	-5	29	0
CCCc1ccc(Oc2coc3cc(OCC(=O)Nc4ccccc4C)ccc3c2=O)cc1	2	-3	-24	2	-4	-1.2	12	22	1
Cc1ccc2c(CC(=O)OCc3cc(=O)n4c(n3)sc3ccccc34)coc2c1	3	-3	-19	-3	9	1.1	-11	20	7
CCN(CC)S(=O)(=O)c1ccc2[nH]c(=O)[nH]c2c1	2	5	-16	-5	-31	-0.7	-2	14	3
O=S(=O)(c1ccc(Br)cc1)N1CCCN(Cc2cccc(F)c2)CC1	6	0	-27	0	4	1.9	-10	27	6
CSC1=N/C(=C\C=C\c2cccs2)C(=O)S1	10	2	-11	11	2	0.6	-16	67	2
Cc1ccc(OCC(=O)N2CCCCCC2)c(C)c1	8	3	-6	-10	-9	2.9	0	-12	-1
COc1ccc(-c2nc(=S)[nH][nH]2)cc1OC	5	3	-10	-19	-24	0.4	-4	-19	-3
Nc1cc(S(=O)(=O)c2ccc(O)c(N)c2)ccc1O	-1	-2	3	-13	-16	1.2	3	12	.
Cc1ccc(CNC(=O)C2CCCCC2C(=O)O)cc1 (stereo not given)	4	0	-8	6	-10	-0.1	-3	-16	1
COc1ccc2oc(=O)c(C(=O)n3ccc(C)n3)cc2c1	3	-4	20	-5	-19	-0.8	-12	-1	5

Quoted at random: 5 records from the list
SMILES	BaF3 tox	Ba/F3 V617F tox	NPY-Y1 PAM-ag	NPY2 pot ag	S1P4 antagonist	S1P4 ag	p47phox inh	CHOP inh	NPY Y1 blocker
O=C(CC(C(=O)O)c1ccccc1)Nc1cccc2ccccc12 (stereo not given)	4	1	-3	-2	-13	2.7	2	23	-3
CSC1=N/C(=C\C=C\c2cccs2)C(=O)S1	10	2	-11	11	2	0.6	-16	67	2
Cc1ccc(CNC(=O)C2CCCCC2C(=O)O)cc1 (stereo not given)	4	0	-8	6	-10	-0.1	-3	-16	1
CCCc1ccc(Oc2coc3cc(OCC(=O)Nc4ccccc4C)ccc3c2=O)cc1	2	-3	-24	2	-4	-1.2	12	22	1
Cc1ccc2c(CC(=O)OCc3cc(=O)n4c(n3)sc3ccccc34)coc2c1	3	-3	-19	-3	9	1.1	-11	20	7

Following part.
SMILES	BaF3 tox	Ba/F3 V617F tox	NPY-Y1 PAM-ag	NPY2 pot ag	S1P4 antagonist	S1P4 ag	p47phox inh	CHOP inh	NPY Y1 blocker
CCOC(=O)c1ccc(NC(=S)Nc2cccc(C)n2)cc1	4	-1	-12	-16	-27	2.2	2	74*	-1
CCCCNC(=S)N1CCN(Cc2ccc3c(c2)OCO3)CC1	1	-4	-11	-12	11	-0.8	-7	3	0
O=C(O[C@@H]1OC2COC(=O)c3cc(O)c(O)c(O)c3-c3c(cc(O)c(O)c3O)C(=O)O[C@@H]([C@H]1O)[C@@H]2O)c1cc(O)c(O)c(O)c1	9	48*	-4	-6	13	0.7	-4	-10	-1
S=c1nc(-c2cccc(Cl)c2)[nH][nH]1	8	-1	-3	7	0	1.7	-19	16	1
Cc1cccc(C)c1NC(=S)Nc1ccccc1C(=O)NCc1ccco1	1	1	23	-2	-2	1.4	-12	4	-2
Cc1cc2nnc(SCC(=O)N3CCOCC3)n2c2ccccc12	4	0	1	5	-9	-1.1	-17	-12	6
O=C(Nc1cnn(Cc2ccc(Cl)cc2Cl)c1)c1cc(-c2cccs2)on1	7	6	21	-25	6	-3.4	-39	58	-3
C/C(=C\C(=O)c1ccccc1)Nc1ccc(Cl)c(Br)c1	0	1	-16	6	1	0.2	.	.	2
COc1ccc(OCC(=O)Nc2nc3ccc(NC(C)=O)cc3s2)cc1	4	-1	2	5	0	1.2	-1	28	-4
O=C(N1CCOCC1)N1CCOCC1	2	-4	3	-4	1	1.2	-4	-9	-4
Cc1cc(C(=O)CSc2cccc[n+]2[O-])c(C)n1-c1ccc(Br)cc1	2	0	10	11	-12	0.5	-9	39	-5
Cc1nn(Cc2ccc(F)cc2)c2sc(C(=O)Nc3ccccc3N3CCOCC3)cc12	4	2	-34	-3	-1	-0.9	-5	-11	5
CCc1cc2c(N[C@@H](C)C(=O)O)ncnc2s1	-2	-4	-17	7	-9	-1.3	-2	11	2
CC(O)CCc1nc2ccc(C(=O)O)cc2[nH]1 (stereo not given)	3	-5	11	16	-8	0.3	0	-9	4
COCC(=O)OCC(=O)Nc1cc(C)c(C)cc1[N+](=O)[O-]	8	3	-13	-10	-12	-1.2	-3	26	4
CN1CCC(N(C)C(=S)NCCc2ccccc2)CC1	8	-1	-2	-2	14	-0.5	-8	-3	-5
COC(=O)c1sccc1NC(=S)Nc1cc(C)ccc1OC	1	0	3	-15	-27	0.9	4	-3	3
COc1cccc(/C=C/C(=O)c2cccc([N+](=O)[O-])c2)c1OC	7	3	-24	-15	7	2.9	6	8	0
Cn1cc([N+](=O)[O-])c(C(=O)Nc2ccn(Cc3c(F)c(F)cc(F)c3F)n2)n1	3	-4	-2	-17	-3	-4.4	-1	48	-1
CCCCCCCCNC(=S)NCCN1CCCCC1	11	5	-8	1	-16	-1.3	-4	20	-1
Cn1nnnc1SCC(=O)NC(=O)c1cccc([N+](=O)[O-])c1	-8	-1	9	-13	-8	0.0	-12	37	.
O=C(Cn1cncn1)N1CCN(c2ccc(F)cc2)CC1	7	0	19	15	-5	1.4	-1	10	-2
COc1ccccc1NC(=O)Nc1ccc(N2CCOCC2)cc1	4	-1	-2	2	-2	0.8	-5	-33	-5
Cc1ccc(C(=O)NNC2=Nc3cccc4cccc2c34)cc1	3	1	-23	-9	-4	1.2	-35	89*	-3
O=C(N/N=C/c1ccc(Sc2nc3ccccc3s2)c([N+](=O)[O-])c1)c1ccccn1	10	3	14	5	-4	1.8	.	.	3
CC(=O)NC(c1ccc(C)cc1)c1cc([N+](=O)[O-])c2cccnc2c1O (stereo not given)	7	-3	0	-12	10	2.1	2	36	9
C=CCn1c(-c2ccc(OC)cc2)nc2ccccc21	38*	42*	-17	-9	-3	-0.4	-13	-23	9
CS(=O)(=O)N1CCC(CO)(Cc2ccccc2C(F)(F)F)CC1	4	-5	21	15	-10	-1.7	3	4	-2
CC(=NCCc1c(C)[nH]c2ccc(OC(F)(F)F)cc12)C1=C(O)CC(c2ccccc2)CC1=O (stereo not given)	2	-5	17	-3	14	-0.7	-7	72*	-1
O=C(c1ccco1)N1CCN(C(=O)c2nn3cccnc3c2Cl)CC1	6	-3	12	2	-19	-0.6	-11	10	-3
O=C(O)/C=C/c1ccc(S(=O)(=O)NCc2cccnc2)cc1	-7	-2	11	13	-11	3.3	-16	-10	.
C=C(C)[C@H]1CC=C(C)/C(=N/NC(=O)CNc2ccccc2OC)C1	6	-2	13	-10	-14	1.4	5	27	-2
O=C(NCc1ccccn1)c1cccn1-c1ncc(C(F)(F)F)cc1Cl	8	2	-14	-2	0	0.3	-8	6	0
COc1cccc(-c2cc(C(F)(F)F)nc(NCc3ccco3)n2)c1	1	-3	24	-11	-16	1.3	-14	71*	14
O=c1cc(N2CCN(Cc3ccccc3)CC2)c(-c2ccccc2)n[nH]1	8	-1	-15	13	-12	-0.6	-16	27	2
CS/C(=C\C(=O)c1ccco1)Nc1ccccc1Cl	0	4	-9	-22	13	-2.5	-8	1	.
Nc1ncccc1OCc1cccc(C(F)(F)F)c1	0	-6	4	6	-7	0.6	8	11	-3
CC(C)CNC(=O)CCCSc1nc2ccccc2[nH]1	3	2	-15	-1	-27	1.9	-9	4	0
CN1CCN(NC(=O)c2ccc(COc3ccccc3Br)o2)CC1	6	3	0	-3	-18	0.6	-16	13	4
CCOC(=O)N1CCN(C(=O)CN(Cc2ccc(Cl)cc2)S(=O)(=O)c2ccccc2)CC1	6	4	-3	1	13	-2.3	2	2	8
CCOc1ccc(NS(=O)(=O)c2ccc3c(c2)CCN3C(=O)C2CCC2)cc1	6	2	-28	-9	6	0.5	-6	82*	9
CCN(CC)c1ccc(/C=C/c2nc3ccccc3s2)cc1	8	-2	11	16	6	2.9	-171	54	6
CN(CCCC(=O)Nc1ccncc1)S(=O)(=O)c1ccc(Cl)cc1	1	0	26	22	-12	-1.1	-10	.	-4
COc1ccc(CC(=O)Nc2cc(Cl)ccc2C(=O)O)cc1	8	0	-4	-14	0	1.3	27	11	0
Cc1cccc(CN2CCN(C(=O)c3ccccc3F)CC2)c1	0	-3	-24	-2	2	-1.7	-5	43	-1
CN(CC(=O)Nc1ccc(C#N)cc1)CC(=O)Nc1ccc(N2CCOCC2)cc1	2	0	20	14	-6	0.1	1	-10	0
CCN(CC)S(=O)(=O)c1ccc(O)c(NC(=O)c2ccc(N3CCOCC3)c([N+](=O)[O-])c2)c1	2	-1	-16	-5	4	0.5	-10	35	3

Screening results as filed in PubChem BioAssay.

No enrichment for hits; about 7.1% have a hit in one of these screens.
